TcdB inh – TcdB glycohydrolase inhibitors, primary screen, biochemical, single point, plate reader; inhibition, % at 9.99 µM; actives 0.24% (n = 350,000); Toxin B (Clostridioides difficile), P18177; TcdB glycohydrolase enzymatic assay; in the data active = inhibition above about 10%
Target sequence (P18177 whole entry, looked up): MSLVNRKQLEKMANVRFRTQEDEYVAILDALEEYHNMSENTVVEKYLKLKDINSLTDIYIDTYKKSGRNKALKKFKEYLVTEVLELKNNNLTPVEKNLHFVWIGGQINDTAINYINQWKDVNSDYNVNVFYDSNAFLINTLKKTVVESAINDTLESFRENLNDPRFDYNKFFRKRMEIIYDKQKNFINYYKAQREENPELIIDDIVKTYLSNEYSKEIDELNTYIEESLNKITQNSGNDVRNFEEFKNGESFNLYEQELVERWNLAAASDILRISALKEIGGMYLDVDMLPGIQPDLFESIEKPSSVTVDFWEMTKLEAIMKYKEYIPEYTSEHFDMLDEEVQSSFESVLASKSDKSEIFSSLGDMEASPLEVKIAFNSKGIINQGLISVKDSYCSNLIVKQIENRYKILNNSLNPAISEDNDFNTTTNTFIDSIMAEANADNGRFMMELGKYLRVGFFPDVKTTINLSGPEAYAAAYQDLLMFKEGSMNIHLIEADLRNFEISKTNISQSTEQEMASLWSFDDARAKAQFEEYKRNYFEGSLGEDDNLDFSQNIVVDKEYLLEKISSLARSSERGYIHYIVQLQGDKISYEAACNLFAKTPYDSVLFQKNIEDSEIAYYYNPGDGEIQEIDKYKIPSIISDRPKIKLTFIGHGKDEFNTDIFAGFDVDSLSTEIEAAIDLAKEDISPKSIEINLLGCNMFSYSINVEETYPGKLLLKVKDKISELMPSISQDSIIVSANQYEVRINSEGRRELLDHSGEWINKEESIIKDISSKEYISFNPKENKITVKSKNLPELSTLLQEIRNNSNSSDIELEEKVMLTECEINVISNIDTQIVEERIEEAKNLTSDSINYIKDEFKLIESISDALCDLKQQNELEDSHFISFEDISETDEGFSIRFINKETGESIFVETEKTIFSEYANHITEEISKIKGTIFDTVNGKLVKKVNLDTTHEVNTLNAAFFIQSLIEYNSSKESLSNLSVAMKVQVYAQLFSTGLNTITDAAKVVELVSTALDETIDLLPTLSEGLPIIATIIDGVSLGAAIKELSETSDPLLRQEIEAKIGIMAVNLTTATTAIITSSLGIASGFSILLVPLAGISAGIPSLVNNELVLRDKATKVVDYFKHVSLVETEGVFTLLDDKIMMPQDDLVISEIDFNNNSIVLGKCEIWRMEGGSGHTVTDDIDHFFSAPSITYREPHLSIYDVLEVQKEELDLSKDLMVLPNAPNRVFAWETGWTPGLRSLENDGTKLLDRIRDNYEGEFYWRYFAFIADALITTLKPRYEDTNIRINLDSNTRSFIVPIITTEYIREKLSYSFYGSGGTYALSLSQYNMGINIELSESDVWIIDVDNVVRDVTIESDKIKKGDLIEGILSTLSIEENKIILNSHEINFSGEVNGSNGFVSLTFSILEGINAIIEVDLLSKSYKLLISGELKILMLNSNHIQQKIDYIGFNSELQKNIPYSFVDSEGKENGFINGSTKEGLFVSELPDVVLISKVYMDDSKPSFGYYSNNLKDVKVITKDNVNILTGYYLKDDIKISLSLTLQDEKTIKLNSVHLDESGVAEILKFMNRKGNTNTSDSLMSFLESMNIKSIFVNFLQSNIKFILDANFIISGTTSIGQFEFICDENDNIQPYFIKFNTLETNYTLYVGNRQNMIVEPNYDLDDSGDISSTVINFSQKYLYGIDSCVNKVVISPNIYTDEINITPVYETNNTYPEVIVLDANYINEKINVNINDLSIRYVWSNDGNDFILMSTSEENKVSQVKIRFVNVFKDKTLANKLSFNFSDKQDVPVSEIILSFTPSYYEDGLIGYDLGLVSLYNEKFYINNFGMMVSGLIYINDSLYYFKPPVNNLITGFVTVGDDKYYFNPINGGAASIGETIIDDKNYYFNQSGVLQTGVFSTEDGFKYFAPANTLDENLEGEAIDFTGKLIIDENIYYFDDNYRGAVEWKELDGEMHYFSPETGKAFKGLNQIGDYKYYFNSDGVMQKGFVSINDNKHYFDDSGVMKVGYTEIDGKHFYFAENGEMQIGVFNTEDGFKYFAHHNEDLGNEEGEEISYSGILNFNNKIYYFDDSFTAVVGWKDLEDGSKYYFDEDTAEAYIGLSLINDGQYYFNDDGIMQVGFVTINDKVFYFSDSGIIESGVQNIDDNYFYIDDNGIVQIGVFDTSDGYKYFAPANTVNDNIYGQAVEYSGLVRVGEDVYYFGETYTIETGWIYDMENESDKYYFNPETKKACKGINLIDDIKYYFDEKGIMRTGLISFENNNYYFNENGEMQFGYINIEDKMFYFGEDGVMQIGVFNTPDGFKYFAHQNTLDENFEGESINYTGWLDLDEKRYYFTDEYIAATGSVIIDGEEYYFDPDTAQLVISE
Mtb BioA inh – M. tuberculosis BioA enzyme inhibitors, primary screen, biochemical, plate reader, single point, HTS; AID 602481, 2012; actives 0.096% (n = 360,000); purified M. tuberculosis BioA enzyme; 7,8-diaminopelargonic acid synthase BioA (Mycobacterium tuberculosis); inhibition, % at 9.99 µM; in the data active = inhibition above about 40%
* = called active by the depositor. This is a subset; rates above refer to the full screens.

SMILES	TcdB inh	Mtb BioA inh
C[C@@H]1CN([C@H](C)CO)C(=O)c2cc(NS(=O)(=O)c3ccc(F)cc3)ccc2O[C@@H]1CN(C)Cc1ccccc1	0.0	0.9
O=C(C[C@@H]1C=C[C@@H](NC(=O)NC2CCCCC2)[C@H](CO)O1)NCc1ccc(F)cc1	-0.8	0.4
C[C@H]1CN([C@@H](C)CO)C(=O)c2cc(NC(=O)Cc3cn(C)c4ccccc34)ccc2O[C@H]1CN(C)C(=O)Nc1cccc2ccccc12	-0.9	0.4
CN1CCN(C(=O)C[C@H]2C[C@H]3c4cc(NC(=O)CC5CC5)ccc4O[C@H]3[C@@H](CO)O2)CC1	-3.8	-3.7
C[C@@H]1CCCCO[C@H](CN(C)C(=O)C2CCCCC2)[C@H](C)CN([C@@H](C)CO)C(=O)c2cc(NC(=O)Cc3ccccc3)ccc2O1	-0.6	2.3
CCS(=O)(=O)N1CCCCN2[C@H](C1)[C@@H](c1ccc(-c3cccc(C#N)c3)cc1)[C@@H]2CO	-0.8	0.2
COc1ccc(NC(=O)N(C)C[C@@H]2OCCCC[C@@H](C)Oc3ccc(NC(=O)Cc4ccccc4)cc3C(=O)N([C@@H](C)CO)C[C@H]2C)cc1	-1.7	-2.5
CO[C@@H]1CN(C)C(=O)c2ccc(NC(=O)NC(C)C)cc2OC[C@@H](C)N(C(=O)NC(C)C)C[C@H]1C	0.6	-1.1
C[C@H]1CN([C@@H](C)CO)S(=O)(=O)c2ccc(-c3cccc(F)c3)cc2O[C@H]1CN(C)S(=O)(=O)c1ccccc1	-1.3	1.4
CNC(=O)C[C@H]1CC[C@H]2[C@@H](COC[C@@H](O)CN2Cc2ccccc2F)O1	0.0	-2.3
C[C@@H]1CCCCO[C@H](CN(C)S(=O)(=O)c2ccc(Cl)cc2)[C@@H](C)CN([C@H](C)CO)C(=O)c2cc(NC(=O)CCCN(C)C)ccc2O1	-0.8	3.7
CCCNC(=O)Nc1ccc2c(c1)OC[C@H](C)N(Cc1ccc(-c3ccccn3)cc1)C[C@H](C)[C@H](OC)CN(C)C2=O	1.1	7.2
COCC#Cc1ccc2c(c1)O[C@@H](CN(C)Cc1ccc(F)cc1)[C@H](C)CN([C@@H](C)CO)S2(=O)=O	0.5	5.2
C[C@@H](O)C#Cc1cnc2c(c1)C(=O)N([C@@H](C)CO)C[C@H](C)[C@@H](CN(C)Cc1ccc(-c3ccccc3)cc1)O2	-7.3	-0.3
CCCC#Cc1ccc2c(c1)O[C@H](CN(C)CC1CCOCC1)[C@H](C)CN([C@H](C)CO)S2(=O)=O	-1.0	1.5
CC(C)NC(=O)Nc1ccc2c(c1)CC(=O)N([C@H](C)CO)C[C@H](C)[C@@H](CN(C)C(=O)Nc1ccc(C(F)(F)F)cc1)O2	0.1	-0.7
C[C@H](CO)N1C[C@H](C)[C@@H](CN(C)S(C)(=O)=O)Oc2c(cccc2N(C)C)C1=O	1.0	-3.1
C[C@H]1CN([C@@H](C)CO)S(=O)(=O)c2ccc(C#Cc3cccc(F)c3)cc2O[C@@H]1CN(C)S(=O)(=O)c1ccccc1F	-1.1	-1.4
C[C@@H]1CCCCO[C@H](CN(C)Cc2ccc(C(=O)O)cc2)[C@@H](C)CN([C@@H](C)CO)C(=O)c2cc(NS(=O)(=O)c3cccs3)ccc2O1	-1.0	0.2
O=C(C[C@H]1CC[C@H]2[C@@H](COC[C@H](O)CN2C(=O)Nc2ccc3c(c2)OCO3)O1)N1CCN(c2ccccc2)CC1	-1.0	-1.2
O=C(C[C@@H]1C=C[C@@H](NS(=O)(=O)c2ccccc2)[C@H](CO)O1)NCc1ccncn1	-1.2	-3.7
Cc1ccc(S(=O)(=O)N[C@@H]2C=C[C@@H](CC(=O)NCCCN(C)C)O[C@@H]2CO)cc1	-0.6	-0.3
C[C@@H]1CN([C@H](C)CO)C(=O)c2ccccc2-c2ccccc2CO[C@@H]1CN(C)C(=O)Cc1ccccc1	-5.9	1.4
C[C@@H](O)C#Cc1ccc([C@H]2[C@@H](CO)N3CCCCN(C(=O)c4ccc5c(c4)OCO5)C[C@H]23)cc1	2.8	0.0
COc1ccccc1C(=O)Nc1ccc2c(c1)OC[C@H](C)NC[C@@H](C)[C@H](OC)CN(C)C2=O	0.4	-2.5

Additional results follow:
SMILES	TcdB inh	Mtb BioA inh
C[C@H](CO)N1C[C@H](C)[C@H](CN(C)C(=O)C2CC2)Oc2ncc(C#Cc3cccc(F)c3)cc2C1=O	-0.3	0.7
C[C@@H]1CCCCO[C@@H](CN(C)S(C)(=O)=O)[C@H](C)CN([C@@H](C)CO)C(=O)c2cc(NC(=O)CCC(F)(F)F)ccc2O1	0.8	2.3
CCCNC(=O)Nc1ccc2c(c1)OC[C@@H](C)N(C(C)=O)C[C@@H](C)[C@@H](OC)CN(C)C2=O	-0.7	-1.4
CN(C)CC(=O)N[C@H]1CC[C@@H](CCNC(=O)C2CCCCC2)O[C@H]1CO	-0.5	-1.9
COc1ccc(C#Cc2ccc([C@@H]3[C@@H](CO)N4CCCCN(C(=O)Nc5ccccc5F)C[C@@H]34)cc2)cc1	-0.3	-2.2
O=C(c1ccccn1)N1C[C@H]2[C@@H](c3ccccc31)[C@H](CO)N2C(=O)Nc1ccccc1F	-1.0	-3.5
C[C@@H]1CN([C@H](C)CO)C(=O)c2cc(-c3ccc(C#N)cc3)cnc2O[C@H]1CN(C)Cc1cncnc1	-0.1	-0.9
O=C(Cc1ccccn1)N1CCCCN2[C@H](CO)[C@@H](c3ccc(-c4ccccc4)cc3)[C@H]2C1	0.5	-1.1
C[C@H]1CN([C@@H](C)CO)C(=O)Cc2cc(NC(=O)Nc3cccc4ccccc34)ccc2O[C@H]1CN(C)Cc1ccc(-c2ccccc2)cc1	-6.7	-3.9
C[C@@H]1CN([C@@H](C)CO)C(=O)c2cccc(NC(=O)Nc3ccccc3)c2O[C@H]1CN(C)C(=O)NC1CCCCC1	-4.1	1.6
COCC#Cc1cnc2c(c1)C(=O)N([C@@H](C)CO)C[C@@H](C)[C@H](CN(C)C(=O)Nc1ccccc1F)O2	0.5	0.3
CCCNC(=O)N(C)C[C@H]1Oc2cc(-c3ccncc3)ccc2S(=O)(=O)N([C@H](C)CO)C[C@@H]1C	0.8	3.4
Cc1ccc(S(=O)(=O)N(C)C[C@@H]2OCCCC[C@@H](C)Oc3ccc(NC(=O)c4ccccc4)cc3C(=O)N([C@H](C)CO)C[C@@H]2C)cc1	0.7	-2.7
C[C@@H]1CN([C@H](C)CO)C(=O)c2cc(NS(=O)(=O)c3cn(C)cn3)ccc2O[C@@H]1CN(C)Cc1ccc(-c2ccccc2)cc1	0.3	0.7
C[C@@H]1CN([C@H](C)CO)C(=O)c2cc(-c3cccnc3)cnc2O[C@H]1CN(C)C(=O)C1CC1	0.6	-1.1
O=C(N[C@@H]1CC[C@H](CCn2cc(C3CC3)nn2)O[C@H]1CO)c1cccnc1	-0.2	1.4
O=C(NCC[C@H]1CC[C@@H](NC(=O)C2CC2)[C@@H](CO)O1)c1cc(Cl)cc(Cl)c1	-0.1	-0.3
O=C(C[C@@H]1C=C[C@H](NC(=O)Nc2ccc3c(c2)OCO3)[C@H](CO)O1)NCc1ccccc1	1.0	-1.6
CC(=O)N(C)C[C@H]1Oc2ncc(C#Cc3ccc(F)cc3)cc2C(=O)N([C@@H](C)CO)C[C@H]1C	0.3	0.5
C[C@@H]1CN([C@@H](C)CO)S(=O)(=O)c2ccc(C#CC3CC3)cc2O[C@H]1CN(C)Cc1ccncc1	1.3	2.6
Cc1noc(C)c1NC(=O)NCC[C@@H]1CC[C@H](NC(=O)c2ccccc2)[C@H](CO)O1	0.6	-0.5
COc1ccc(C#Cc2ccc([C@H]3[C@H](CO)N4CCCCN(C(=O)Cc5cccnc5)C[C@@H]34)cc2)cc1	1.5	-0.9
C[C@@H]1CCCCO[C@@H](CN(C)CC2CC2)[C@@H](C)CN([C@H](C)CO)C(=O)c2cc(NC(=O)C3CCCCC3)ccc2O1	-0.2	-10.6
CO[C@@H]1CN(C)C(=O)c2cc(NC(=O)C3CC3)ccc2OC[C@@H](C)N(Cc2ccccc2)C[C@H]1C	0.0	0.8
C[C@H]1CN([C@@H](C)CO)S(=O)(=O)c2ccc(-c3cccc(C(=O)N(C)C)c3)cc2O[C@H]1CN(C)C(=O)Cc1ccccn1	0.6	5.3

Additional structures follow.
SMILES	TcdB inh	Mtb BioA inh
COCC(=O)NC[C@@H]1[C@@H](c2ccc(C3=CCCC3)cc2)[C@@H](CO)N1C(=O)C1CC1	-10.6	-2.6
O=C(O)C[C@@H]1C=C[C@H](NC(=O)Nc2ccccc2)[C@H](CO)O1	0.4	-1.2
CCN(C[C@H]1[C@H](c2ccccc2)[C@@H](CO)N1C(C)=O)C(=O)NC1CCCC1	0.7	-1.0
COCC(=O)N(C)C[C@@H]1Oc2cc(C#Cc3ccccc3)ccc2S(=O)(=O)N([C@@H](C)CO)C[C@@H]1C	1.2	-1.0
CCCNC(=O)[C@@H]1[C@@H](CO)[C@@H]2Cn3c(ccc(C4=CCCCC4)c3=O)[C@H]1N2Cc1cocn1	-0.7	0.2
C[C@@H]1CN([C@@H](C)CO)C(=O)c2cccc(NC(=O)C3CCCCC3)c2O[C@@H]1CN(C)S(=O)(=O)c1ccccc1	0.7	-2.9
O=C(C1CCOCC1)N1C[C@@H]2[C@H](c3ccccc31)[C@H](CO)N2C(=O)c1ccccc1	0.5	2.2
COCC#Cc1ccc2c(c1)O[C@@H](CN(C)S(=O)(=O)c1ccc(F)cc1)[C@@H](C)CN([C@H](C)CO)S2(=O)=O	-6.6	0.5
CC(=O)N(C)C[C@H]1Oc2cc(/C=C/c3ccccc3)ccc2S(=O)(=O)N([C@@H](C)CO)C[C@H]1C	1.2	7.0
O=C(NCC[C@H]1CC[C@@H](NC(=O)c2cccnc2)[C@H](CO)O1)Nc1ccc(F)cc1	-0.6	14.9
CN1C(=O)c2cc(NC(=O)c3cnccn3)ccc2OC[C@H]2O[C@@H](CC(=O)NC3CCC3)CC[C@@H]21	0.4	6.9
C[C@@H]1CCCCO[C@H](CN(C)Cc2ccccc2)[C@@H](C)CN([C@@H](C)CO)C(=O)c2cc(NC(=O)C3CCCCC3)ccc2O1	0.0	-0.1
CC(C)NC(=O)Nc1ccc2c(c1)C(=O)N([C@H](C)CO)C[C@@H](C)[C@H](CN(C)Cc1ccc(C(=O)Nc3ccccc3N)cc1)O2	-0.2	-1.0
O=C(NCC[C@@H]1CC[C@@H](NC(=O)c2cccnc2)[C@H](CO)O1)Nc1ccc(Cl)cc1	0.1	7.2
CO[C@H]1CN(C)C(=O)c2cc(NS(=O)(=O)c3cn(C)cn3)ccc2OC[C@H](C)N(CC2CC2)C[C@H]1C	0.4	-0.1
Cc1noc(C)c1NC(=O)Nc1ccc2c(c1)C(=O)N([C@@H](C)CO)C[C@@H](C)[C@H](CN(C)Cc1ccc(Cl)c(Cl)c1)OCCCC[C@@H](C)O2	0.8	-3.0
CN(C)C(=O)C[C@H]1C[C@@H]2c3cc(NC(=O)c4ccc5c(c4)OCO5)ccc3O[C@@H]2[C@@H](CO)O1	1.6	5.4
CO[C@@H]1CN(C)C(=O)c2cc(NC(C)=O)ccc2OC[C@@H](C)N(Cc2ccncc2)C[C@H]1C	-0.2	0.6
C[C@H](CO)N1C[C@H](C)[C@H](CN(C)S(=O)(=O)c2cccc(F)c2)OCc2cnnn2CCCC1=O	1.2	8.0
CN1CCN(C(=O)C[C@H]2CC[C@@H](NC(=O)c3ccc4c(c3)OCO4)[C@H](CO)O2)CC1	-2.3	-2.9
Cc1cc(C(=O)Nc2cccc3c2O[C@@H](CN(C)C(=O)Nc2ccc(C(F)(F)F)cc2)[C@@H](C)CN([C@@H](C)CO)C3=O)n(C)n1	2.2	1.7
O=C(C[C@H]1C[C@@H]2c3cc(NC(=O)Nc4ccccc4)ccc3O[C@@H]2[C@@H](CO)O1)NCCN1CCCCC1	0.8	0.0
C[C@H](CO)N1C[C@H](C)[C@H](CN(C)Cc2ccccc2)Oc2cc(C#CC(C)(C)O)ccc2S1(=O)=O	-0.2	0.6
C[C@@H]1CN([C@@H](C)CO)C(=O)c2cc(NS(=O)(=O)c3cccs3)ccc2O[C@H]1CN(C)Cc1ccncc1	0.3	-1.6
C[C@H]1CN([C@@H](C)CO)C(=O)c2cc(NC(=O)Nc3ccc4c(c3)OCO4)ccc2O[C@@H]1CN(C)S(=O)(=O)c1ccc(Cl)cc1	0.3	-1.0

Some of these compounds in order of count of non-hydrogen atoms, rising:
SMILES	TcdB inh	Mtb BioA inh
O=C(O)C[C@@H]1C=C[C@H](NC(=O)Nc2ccccc2)[C@H](CO)O1	0.4	-1.2
CCN(C[C@H]1[C@H](c2ccccc2)[C@@H](CO)N1C(C)=O)C(=O)NC1CCCC1	0.7	-1.0
CN1CCN(C(=O)C[C@H]2CC[C@@H](NC(=O)c3ccc4c(c3)OCO4)[C@H](CO)O2)CC1	-2.3	-2.9
CO[C@@H]1CN(C)C(=O)c2cc(NC(C)=O)ccc2OC[C@@H](C)N(Cc2ccncc2)C[C@H]1C	-0.2	0.6
C[C@H](CO)N1C[C@H](C)[C@H](CN(C)S(=O)(=O)c2cccc(F)c2)OCc2cnnn2CCCC1=O	1.2	8.0
COCC(=O)N(C)C[C@@H]1Oc2cc(C#Cc3ccccc3)ccc2S(=O)(=O)N([C@@H](C)CO)C[C@@H]1C	1.2	-1.0
CO[C@H]1CN(C)C(=O)c2cc(NS(=O)(=O)c3cn(C)cn3)ccc2OC[C@H](C)N(CC2CC2)C[C@H]1C	0.4	-0.1
O=C(C[C@H]1C[C@@H]2c3cc(NC(=O)Nc4ccccc4)ccc3O[C@@H]2[C@@H](CO)O1)NCCN1CCCCC1	0.8	0.0
C[C@@H]1CN([C@@H](C)CO)C(=O)c2cccc(NC(=O)C3CCCCC3)c2O[C@@H]1CN(C)S(=O)(=O)c1ccccc1	0.7	-2.9
CC(C)NC(=O)Nc1ccc2c(c1)C(=O)N([C@H](C)CO)C[C@@H](C)[C@H](CN(C)Cc1ccc(C(=O)Nc3ccccc3N)cc1)O2	-0.2	-1.0
Cc1noc(C)c1NC(=O)Nc1ccc2c(c1)C(=O)N([C@@H](C)CO)C[C@@H](C)[C@H](CN(C)Cc1ccc(Cl)c(Cl)c1)OCCCC[C@@H](C)O2	0.8	-3.0

Compound activity: PubChem BioAssay, Broad Institute
